# A3G deaminase: APOBEC3G DNA deaminase inhibitors, primary screen, biochemical, fluorescence, single-stranded DNA substrate, uHTS. DNA dC->dU-editing enzyme APOBEC-3G (Homo sapiens), Q9HC16. recombinant A3G, ssDNA deamination FAM/TAMRA fluorescence. inhibition, % at 20 µM. 330,000 compounds, 0.28% hits;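 active = inhibition of at least 40% at 20 µM, with no more than 30% in the related APOBEC3A deaminase screen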;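 also: plate controls were DMSO wells with A3G for no effect and wells lacking A3G enzyme for full effect; some compounds called inactive have numbers as strong as hits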
# hIAP block: human IAP inhibitors, primary screen, biochemical, luminescence, uHTS. purified IAP, CDP-Star luminescence, 30 min. inhibition, % at 10 µM. 330,000 compounds, 0.12% hits;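 active = inhibition reaching a set limit with compound at 10 µM in the primary screen, cut at about 35% in these data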;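 also: plate controls were DMSO wells with enzyme for no effect and no-enzyme buffer wells for full effect; values of inactives mirror those of a sister screen read the other way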
# Target sequence (P09923 whole entry, looked up): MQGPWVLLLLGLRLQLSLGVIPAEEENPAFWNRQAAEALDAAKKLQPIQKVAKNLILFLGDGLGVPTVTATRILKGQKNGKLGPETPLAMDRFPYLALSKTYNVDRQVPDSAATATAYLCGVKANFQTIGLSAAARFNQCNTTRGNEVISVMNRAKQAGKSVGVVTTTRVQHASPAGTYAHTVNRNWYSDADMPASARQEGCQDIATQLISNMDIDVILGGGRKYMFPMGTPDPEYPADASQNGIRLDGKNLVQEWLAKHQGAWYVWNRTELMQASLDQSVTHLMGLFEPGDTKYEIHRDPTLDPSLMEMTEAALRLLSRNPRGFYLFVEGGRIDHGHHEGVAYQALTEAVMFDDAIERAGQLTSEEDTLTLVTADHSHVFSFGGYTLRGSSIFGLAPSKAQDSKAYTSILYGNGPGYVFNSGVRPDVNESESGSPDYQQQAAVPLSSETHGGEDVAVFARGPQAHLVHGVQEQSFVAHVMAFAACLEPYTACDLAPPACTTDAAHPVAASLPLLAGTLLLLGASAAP
# hIAP act: human IAP activators, primary screen, biochemical, luminescence, uHTS. Intestinal-type alkaline phosphatase (Homo sapiens), P09923. AID 2524, 2010. 330,000 compounds, 0.16% hits. activation factor at 10 µM. purified human IAP, CDP-Star luminescence, 30 min; stronger effect = higher value; 1 = vehicle-only enzyme, 0 = enzyme-free background;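 active = activation factor of the enzyme at least 2-fold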; also: the source names both 10 and 20 µM as test concentration; values of inactives mirror those of a sister screen read the other way
# MIN6 prolif: inducers of MIN6 beta-cell proliferation, primary screen, ATP luminescence, uHTS | 330,000 compounds, 0.29% hits | MIN6 cells proliferation, ATPlite luminescence, 48 h; cells starved in 0.2% serum; 100% = growth in 10% serum | proliferation, % at 10 µM;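 active = compounds whose signal lies at least 3.5 SD above the mean of all wells on their plate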;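 also: 0% = DMSO-treated cells in low-serum medium and 100% = 10% serum control; some compounds called inactive have numbers as strong as hits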
# mIAP block: inhibitors of mouse IAP, primary screen, biochemical, luminescence, uHTS | intestinal alkaline phosphatase [Mus musculus] | purified mouse IAP, CDP-Star luminescence, 30 min | inhibition, % at 10 µM | 330,000 compounds, 0.2% hits;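 active = inhibition of at least 40% at 10 µM in the primary screen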;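 also: plate controls were DMSO with enzyme for no effect and no enzyme wells for full effect; values of inactives mirror those of a sister screen read the other way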
# MPTP block: mitochondrial permeability transition pore inhibitors, primary screen, biochemical, isolated mouse mitochondria, absorbance; Ca2+ swelling absorbance, 30 min; inhibition, % at 10 µM; 360,000 compounds, 1.4% hits; AID 602449, 2012;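 active = inhibition of 50% or more, scaled per plate between neutral and stimulator controls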;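 also: 0% = DMSO wells given calcium and 100% = 1 mM EGTA wells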
# ATG4B inh: ATG4B protease inhibitors, primary screen, biochemical, fluorescence, uHTS; Cysteine protease ATG4B (Homo sapiens), Q9Y4P1; ATG4B cleavage of LC3-PLA2, NBD-HPC fluorescence, 1 h; inhibition, % at 8.33 µM; 340,000 compounds, 0.51% hits; AID 504462, 2011; in the data active = inhibition above about 40%
# Target sequence (Q9Y4P1 whole entry, looked up): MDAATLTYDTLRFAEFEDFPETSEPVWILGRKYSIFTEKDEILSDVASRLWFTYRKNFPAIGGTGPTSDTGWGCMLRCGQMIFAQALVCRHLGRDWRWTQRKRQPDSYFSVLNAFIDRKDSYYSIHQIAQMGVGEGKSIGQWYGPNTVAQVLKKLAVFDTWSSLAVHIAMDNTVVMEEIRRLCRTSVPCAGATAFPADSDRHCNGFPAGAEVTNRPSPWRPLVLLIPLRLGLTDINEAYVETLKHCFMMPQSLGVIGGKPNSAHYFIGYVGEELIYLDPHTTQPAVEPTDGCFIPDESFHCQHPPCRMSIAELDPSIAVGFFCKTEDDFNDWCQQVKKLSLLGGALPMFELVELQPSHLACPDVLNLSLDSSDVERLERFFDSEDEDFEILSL
# A3A deaminase: APOBEC3A ssDNA deaminase inhibitors, primary screen, selectivity assay for APOBEC3G inhibitor project, biochemical, FAM/TAMRA oligo cleavage fluorescence | AID 493011, 2011 | recombinant A3A, FAM/TAMRA ssDNA deamination fluorescence | inhibition, % at 20 µM | DNA dC->dU-editing enzyme APOBEC-3A (Homo sapiens), P31941 | 330,000 compounds, 0.41% hits;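 active = at least 40% inhibition at 20 µM here, with at most 30% in a related deaminase screen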;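 also: plate controls were A3A with DMSO for no effect and wells lacking A3A enzyme for full effect; some results filed as inactive read as strong as hits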
# mIAP activ: activators of mouse IAP, primary screen, biochemical, luminescence, uHTS. muIAP, CDP-Star luminescence, 30 min; stronger effect = higher value; 1 = vehicle-only enzyme signal, 0 = enzyme-free wells. 330,000 compounds, 0.24% hits. intestinal alkaline phosphatase [Mus musculus]. AID 2805, 2010. activation factor at 10 µM;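 active = activation factor of at least 2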; also: the source names both 10 and 20 µM as test concentration; values of inactives mirror those of a sister screen read the other way
#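 also added = chemiluminescent substrate CDP-Star | test system = mouse IAP enzyme | signal = chemiluminescence readout | compound = DMSO-dissolved test compounds | incubation = 30 min at room temperature | benchmarks = DMSO wells, no-enzyme wells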
# Starred values were filed as active, the others as inactive; . = not tested or not shown.
no.	canonical_smiles	A3G deaminase	hIAP block	hIAP act	MIN6 prolif	mIAP block	MPTP block	ATG4B inh	A3A deaminase	mIAP activ
1	O=C(/C=C/c1c(Cl)cccc1Cl)NCCCn1ccnc1	-7	-15	1.2	-2	-7	0.3	3	-7	1.1
2	COC(=O)Cn1c2ccc(C)cc2c2nc3ccccc3nc21	-9	-4	1	-1	7	0.1	1	-1	0.93
3	Cc1ccc(S(=O)(=O)N2CCN(C(=O)C(C)Cn3nc(C)c(C)c3C)CC2)cc1C (configuration not stated)	-7	5	0.95	0	6	0.0	2	1	0.94
4	Cc1nc2c(-c3ccc(F)cc3)c(C)nn2c(C)c1CCC(=O)Nc1ccc(F)cc1F	-3	6	0.94	-3	1	4.3	-4	5	0.99
5	O=C(NCCCN1CCOCC1)c1cc2c(=O)[nH]c3ccccc3c2s1	-4	-2	1	0	-7	-1.8	-4	2	1.1
6	Cc1ccc(-c2nc(C)sc2CC(=O)Nc2cccc(C)c2C)cc1	-4	-10	1.1	0	-18	1.3	-5	-4	1.2
7	COc1ccc(OC)c(N(CC(=O)Nc2cccnc2)S(=O)(=O)c2ccc(OC)c(OC)c2)c1	-4	17	0.83	-2	-7	-0.3	-9	-1	1.1
8	CC(=O)Nc1ccccc1NC(=O)c1cccc2ccccc12	-5	4	0.96	0	0	-1.0	-13	-2	1
9	Cc1ccc(C(=O)Nc2cccc(C(=O)N/N=C/c3ccccc3F)c2)cc1	-7	5	0.95	-1	-9	2.1	-5	4	1.1
10	COCCn1c(SCC(=O)NCCCN2CCCC2=O)nc2ccccc2c1=O	-5	4	0.95	2	0	0.7	-5	-2	1
11	COc1ccc(CN(Cc2cc3cccc(C)c3[nH]c2=O)C(=O)N(C)C)cc1	-1	14	0.85	-1	5	0.0	-12	2	0.95
12	Cc1ccc(NC(=O)/C(=C\c2ccccc2)NC(=O)/C=C/c2ccccc2)cc1	-3	17	0.83	-3	14	3.4	-11	-3	0.86
13	Cc1cc(NC(=O)C23CC4CC(C2)CC(n2cnc([N+](=O)[O-])n2)(C4)C3)no1	-5	8	0.92	2	9	0.3	-2	0	0.91
14	CCOC(=O)c1cc(C(=O)OCC)cc(-n2c(C)cc(C(=O)CN3CCOCC3)c2C)c1	-8	-6	1.1	1	12	-6.2	-3	-20	0.88
15	Cc1ccc(Cl)cc1N1CCN(C(=S)NCc2ccco2)CC1	-9	9	0.91	-6	-1	1.7	4	-4	1
16	O=C(OCC(=O)C12CC3CC(CC(C3)C1)C2)c1ccc(CO)cc1	4	16	0.84	-5	2	1.3	6	6	0.98
17	C=C1CCN(C(CC(C)C)C(=O)OC)S(=O)(=O)c2ccccc21 (configuration not stated)	-8	12	0.88	4	10	-0.5	1	-1	0.9
18	Cc1ccc(-c2noc(-c3cc4ccccc4oc3=O)n2)cc1	-4	-1	1	3	3	-1.0	1	-2	0.97
19	Cn1c(=O)n(CC(=O)NCC2CCCO2)c(=O)c2c3c(sc21)COC(C)(C)C3 (configuration not stated)	-7	-11	1.1	3	3	-1.7	-11	-4	0.97
20	CCOC(=O)N1CCN(c2c(NCC3CCCO3)c(=O)c2=O)CC1 (configuration not stated)	-6	-4	1	0	1	-0.2	-2	-1	0.99

# Sorted by value in A3A deaminase (descending): 3 of the compounds above
item | SMILES | A3G deaminase | hIAP block | hIAP act | mIAP block | MPTP block | ATG4B inh | A3A deaminase | mIAP activ
13 | Cc1cc(NC(=O)C23CC4CC(C2)CC(n2cnc([N+](=O)[O-])n2)(C4)C3)no1 | -5 | 8 | 0.92 | 9 | 0.3 | -2 | 0 | 0.91
7 | COc1ccc(OC)c(N(CC(=O)Nc2cccnc2)S(=O)(=O)c2ccc(OC)c(OC)c2)c1 | -4 | 17 | 0.83 | -7 | -0.3 | -9 | -1 | 1.1
12 | Cc1ccc(NC(=O)/C(=C\c2ccccc2)NC(=O)/C=C/c2ccccc2)cc1 | -3 | 17 | 0.83 | 14 | 3.4 | -11 | -3 | 0.86

# (further entries)
no.	canonical_smiles	A3G deaminase	hIAP block	hIAP act	MIN6 prolif	mIAP block	MPTP block	ATG4B inh	A3A deaminase	mIAP activ
21	COc1ccc(-c2nnc(N(C)C(=O)c3ccno3)s2)cc1	1	6	0.94	-5	0	0.1	-6	-10	1
22	C[C@@H]1COC(=O)[C@H](NC(=O)OCC2c3ccccc3-c3ccccc32)C/C=C\C[C@@H](CC(=O)N(CCO)Cc2ccccc2)C(=O)N1	-4	4	0.96	-6	-9	-2.5	-2	-2	1.1
23	O=C(N/N=C\C=C\c1ccc2c(c1)OCO2)C1COc2cc3ccccc3cc2O1 (configuration not stated)	-7	-23	1.2	-4	13	2.8	0	-7	0.87
24	O=C(NCCN1CCCCC1)c1ccc(F)cc1Cl	-2	-18	1.2	0	-18	-1.1	3	-3	1.2
25	COc1ccc(NC(=O)CN(c2ccc(OC)cc2)S(=O)(=O)c2ccc(OC)c(OC)c2)cc1	-5	4	0.96	0	-28	-1.1	-9	-1	1.3
26	CC(OC(=O)CCCN=C1NS(=O)(=O)c2ccccc21)C(=O)Nc1ccc(F)cc1Cl (configuration not stated)	-5	-10	1.1	-5	3	-2.1	-1	-1	0.97
27	CCc1nn(CC(=O)NCCCN(CC)c2cccc(C)c2)c(=O)c2cc3occc3n12	-9	-15	1.1	6	-14	.	.	-4	1.1
28	COc1ccccc1S(=O)(=O)Cc1ccc(C(=O)NCc2ccco2)o1	-3	-15	1.1	11	-1	0.3	5	-3	1
29	COc1ccc(S(=O)(=O)Nc2cc(C(=O)NC(C)C)ccc2N2CCOCC2)cc1	-6	-51	1.5	-1	-7	-0.5	-11	-5	1.1
30	Cc1ccc(S(=O)(=O)c2cc3c(=O)n4cccc(C)c4nc3n(CC3CCCO3)c2=N)cc1C (configuration not stated)	-10	11	0.89	1	5	2.9	3	-3	0.95
31	C/C(=N\Nc1cc(C(F)(F)F)ccc1Cl)c1ccncc1	-4	-10	1.1	-1	6	-0.8	2	0	0.94
32	CCCc1cnc(N2CCN(C(=O)c3ccc(F)cc3)CC2)nc1	6	-9	1.1	1	1	-0.2	-12	-1	0.99
33	Cc1cc(NC(=O)c2cccnc2Cl)ccc1NC(=O)c1cc2ccccc2o1	-9	-10	1.1	3	4	-0.9	-3	-2	0.96
34	Cc1ccccc1NC(=O)Cc1nc(COC(=O)COc2ccc(C(C)(C)C)cc2)cs1	-9	2	0.98	-1	-7	0.1	3	-4	1.1
35	CCc1cccc2c(N=O)c(O)[nH]c12	-3	10	0.9	0	7	0.7	7	0	0.93
36	C=CCOc1ccc(CN(C)CC(O)COc2cccc3ccccc23)cc1 (configuration not stated)	7	5	0.95	-4	-5	3.1	-3	-1	1
37	Cc1cc(C(=O)OCC(=O)c2ccc(Br)s2)c(C)o1	-4	-20	1.2	-3	5	.	.	-2	0.95
38	Cn1c(=O)c2c(ncn2CC(=O)N2CCN(S(=O)(=O)c3ccc(Cl)cc3)CC2)n(C)c1=O	-3	-34	1.3	0	-1	0.5	1	10	1
39	COc1ccc(N(CC(=O)NCCSC2CCCCC2)S(=O)(=O)c2ccc(C)cc2)cc1	-5	-18	1.2	-4	-14	-1.2	3	-1	1.1
40	Cc1ccc(NC(=O)CN2C(=O)C3CCCCN3C(=O)c3ccccc32)cc1 (configuration not stated)	-5	-16	1.2	-2	4	0.4	-11	0	0.96

# Arranged by molecular weight (descending): some entries from above
no.	canonical_smiles	A3G deaminase	hIAP block	hIAP act	MIN6 prolif	mIAP block	MPTP block	ATG4B inh	A3A deaminase	mIAP activ
29	COc1ccc(S(=O)(=O)Nc2cc(C(=O)NC(C)C)ccc2N2CCOCC2)cc1	-6	-51	1.5	-1	-7	-0.5	-11	-5	1.1
33	Cc1cc(NC(=O)c2cccnc2Cl)ccc1NC(=O)c1cc2ccccc2o1	-9	-10	1.1	3	4	-0.9	-3	-2	0.96
15	Cc1ccc(Cl)cc1N1CCN(C(=S)NCc2ccco2)CC1	-9	9	0.91	-6	-1	1.7	4	-4	1
20	CCOC(=O)N1CCN(c2c(NCC3CCCO3)c(=O)c2=O)CC1 (configuration not stated)	-6	-4	1	0	1	-0.2	-2	-1	0.99
2	COC(=O)Cn1c2ccc(C)cc2c2nc3ccccc3nc21	-9	-4	1	-1	7	0.1	1	-1	0.93
8	CC(=O)Nc1ccccc1NC(=O)c1cccc2ccccc12	-5	4	0.96	0	0	-1.0	-13	-2	1
35	CCc1cccc2c(N=O)c(O)[nH]c12	-3	10	0.9	0	7	0.7	7	0	0.93

# Continuation:
no.	canonical_smiles	A3G deaminase	hIAP block	hIAP act	MIN6 prolif	mIAP block	MPTP block	ATG4B inh	A3A deaminase	mIAP activ
41	C=CCOC(=O)c1[nH]c2c(c1C)C(=O)CC(c1cc(OC)c(OC)c(OC)c1)C2 (configuration not stated)	-5	4	0.96	-6	5	37	-4	-1	0.95
42	COc1ccc(C(=O)N/N=C(\C)Cn2nc([N+](=O)[O-])cc2C)cc1	-8	-5	1	-3	-2	-0.9	1	-3	1
43	O=C(COC(=O)c1ccccc1Br)NCC1CCCCC1	0	-2	1	-4	2	-0.1	-6	1	0.98
44	Cc1ccn2cc(C(=O)Nc3nnc(C)s3)nc2c1	-4	-3	1	-3	-8	0.0	1	0	1.1
45	Cc1cc2ccccn2c1C(=O)c1ccc(C#N)cc1	-9	22	0.78	2	1	0.4	3	-5	0.99
46	Cc1ccc(C2CC(C(F)(F)F)n3ncc(C(N)=O)c3N2)cc1 (configuration not stated)	-8	3	0.97	-2	-1	-2.1	-10	0	1
47	COc1ccc(COC(=O)C2=C(C)NC(=O)NC2c2cc(OC)ccc2OC)cc1 (configuration not stated)	-8	-8	1.1	0	5	-0.6	-12	-4	0.95
48	CCCCCc1nnc(NC(=O)c2ccc(=O)n(C)n2)s1	1	-6	1.1	-1	2	-0.6	-2	3	0.98
49	COc1cc2cnc(-c3cccnc3)cc2cc1OC	-5	15	0.85	2	4	-0.9	4	3	0.96
50	COc1ccccc1-c1nnc2n1N=C(c1ccc(O)c(O)c1)CS2	-4	0	1	-4	11	3.9	3	-3	0.89
51	C=CCONC(=O)c1cc(OCC(F)(F)F)ccc1OCC(F)(F)F	-11	4	0.96	3	6	1.5	3	-3	0.94
52	O=C(C[n+]1ccccc1)N/N=C/c1ccc(F)cc1	0	-7	1.1	-5	-2	-0.2	-11	1	1
53	CC(=O)N1c2ccc(S(=O)(=O)N3CCC(C(=O)Nc4cccc(C)c4)CC3)cc2CC1C (configuration not stated)	5	-58	1.6	-4	-24	2.1	-5	5	1.2
54	Cc1ccc(C(=O)Oc2ccc(-c3nnco3)cc2)o1	-4	-3	1	2	-1	-0.2	4	-1	1
55	CN(c1ccc(C(=O)Nc2ccc(F)cc2F)cc1)S(=O)(=O)c1ccccc1	-7	-18	1.2	0	4	0.1	7	0	0.96
56	NC1=NC(=O)/C(=C\c2cc([N+](=O)[O-])ccc2Cl)S1	4	-8	1.1	-3	12	0.6	6	1	0.88

# From PubChem BioAssay
